GAA spleen mod = inhibitors or activators of human alpha-glucosidase in spleen homogenate | AID 2112 | Potency, µM (series often up to 79.9 µM), for inactives: at the highest dose activity change, negative = inhibition, hits mostly inhibitors | P10253 | 240,000 tested, 0.006% active | human spleen homogenate, 4-MU-alpha-glucoside fluorescence;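 further: 0% = enzyme with vehicle and -100% = no enzyme basal signal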
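AC50 values come from Hill-equation fits of concentration-response data, normalized to no-enzyme and full-activity controls. Enzyme source: 1 ug human spleen homogenate; 1 mM fluorogenic 4-MU glucoside, pH 5.0 citrate buffer, 37 C, 40 min.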
GLA spleen mod = inhibitors or activators of human alpha-galactosidase in spleen homogenate | AID 2107 | Potency, µM (series often up to 80 µM), for inactives: top-dose activity change, negative = inhibition, actives largely listed as inhibitors | 240,000 tested, 0.008% active | P06280 | human spleen homogenate, 4MU-alpha-Gal fluorescence, 40 min;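 further: 0% = enzyme with vehicle and -100% = no enzyme basal signal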
Target sequence (P06280 32-429 limits assumed): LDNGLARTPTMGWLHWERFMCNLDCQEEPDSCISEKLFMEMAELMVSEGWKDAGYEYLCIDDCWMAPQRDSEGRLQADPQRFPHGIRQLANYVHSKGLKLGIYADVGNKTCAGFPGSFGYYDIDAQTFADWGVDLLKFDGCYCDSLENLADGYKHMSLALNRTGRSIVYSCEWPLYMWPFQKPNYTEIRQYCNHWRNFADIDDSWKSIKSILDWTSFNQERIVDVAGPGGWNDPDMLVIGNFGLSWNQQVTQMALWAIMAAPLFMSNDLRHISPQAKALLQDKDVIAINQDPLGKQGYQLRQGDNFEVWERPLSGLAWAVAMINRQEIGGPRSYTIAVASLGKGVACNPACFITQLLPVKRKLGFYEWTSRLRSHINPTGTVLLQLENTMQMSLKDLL
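Fluorogenic readout (Ex 365/Em 440 nm) of 4-methylumbelliferone released from 1 mM 4-MU-alpha-galactoside by spleen homogenate, 40 min at 37C, pH 5.0. Data normalized to no-enzyme and enzyme controls; Hill-equation AC50 from compound titrations.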
GoLoco inh red = RGS12 GoLoco-Gai1 interaction inhibition | 230,000 tested, 0.44% active | AID 880 | P63096 | Gai1:RGS12 GoLoco peptide FP, rhodamine, 10 min | Potency, µM (series often up to 61.6 µM), without a hit: at the highest dose activity, negative = inhibition, usual class: inhibitors; active means well fitted inhibition curve with a large enough effect, not every such curve was filed as active; inactive means no such curve, though single readings can be large or run the other way; further: on the % scale 0 is the no-effect control and ±100 the full control effect; nearly all actives have a fitted effect of over 30% in size; many of its hits are not listed in these tables
Target sequence (P63096 whole entry, looked up): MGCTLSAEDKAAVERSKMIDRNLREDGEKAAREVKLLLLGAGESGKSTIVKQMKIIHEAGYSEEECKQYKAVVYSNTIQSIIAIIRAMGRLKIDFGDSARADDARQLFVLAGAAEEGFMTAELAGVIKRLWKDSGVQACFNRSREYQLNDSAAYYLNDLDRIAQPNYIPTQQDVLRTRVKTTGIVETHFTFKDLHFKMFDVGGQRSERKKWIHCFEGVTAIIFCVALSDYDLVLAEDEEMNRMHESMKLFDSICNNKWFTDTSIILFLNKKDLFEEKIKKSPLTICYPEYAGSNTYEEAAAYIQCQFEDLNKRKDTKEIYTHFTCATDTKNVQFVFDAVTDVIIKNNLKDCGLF
GAA inhib = blocks human lysosomal alpha-glucosidase; purified human GAA, 4-MU-alpha-glucoside fluorescence; Potency, µM (series often up to 76.9 µM), for the others: at the top dose activity change, negative = inhibition, usual class: inhibitors; 200,000 tested, 0.005% active;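 further: plate controls were uninhibited enzyme wells for no effect and no-enzyme background for full effect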
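Fluorogenic assay: 4 nM human alpha-glucosidase with 400 uM 4-methylumbelliferyl-alpha-D-pyranoside in 50 mM citrate/phosphate, 0.005% Tween-20, pH 5.0, 20 min at room temperature. Compounds tested up to 77 uM; AC50 from Hill fits.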
JMJD2E inh = JMJD2E (human) inhibition. B2RXH2. 230,000 tested, 1.6% active. JMJD2E catalytic domain, FDH-coupled NADH fluorescence (FDH is formaldehyde dehydrogenase). Potency, µM (top dose mostly 57.1 µM), for inactives: at the highest dose activity change, negative = inhibition, most hits filed as inhibitors. AID 2147; active means well fitted inhibition curve with a large enough effect, not every such curve was filed as active; inconclusive means small, poorly fitted or top-dose-only effect, or another doubt; inactive means no such curve, though single readings can be large or run the other way;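 further: 0% = wells with enzyme and -100% = buffer wells without enzyme; nearly all actives have a fitted effect of over 50% in size; many of its hits are not listed in these tables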
Target sequence (B2RXH2 1-337 limits assumed): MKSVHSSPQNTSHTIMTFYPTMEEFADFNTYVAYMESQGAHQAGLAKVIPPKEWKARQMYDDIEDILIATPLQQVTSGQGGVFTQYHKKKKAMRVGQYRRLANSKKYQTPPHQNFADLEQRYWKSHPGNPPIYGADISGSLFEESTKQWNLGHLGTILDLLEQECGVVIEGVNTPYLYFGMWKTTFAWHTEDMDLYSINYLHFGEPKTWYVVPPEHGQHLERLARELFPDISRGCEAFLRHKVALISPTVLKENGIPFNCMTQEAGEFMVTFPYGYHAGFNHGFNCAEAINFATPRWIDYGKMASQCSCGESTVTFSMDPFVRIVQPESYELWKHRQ
GAA glycogen = alters human alpha-glucosidase cleavage of glycogen | P10253 | Potency, µM (doses to about 76.4 µM), without a hit: top-dose activity change, negative = inhibition, actives largely listed as inhibitors | recombinant GAA, glycogen substrate, Amplex Red glucose oxidase fluorescence | AID 2100 | 300,000 tested, 0.38% active;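 further: 0% = full enzyme reaction and -100% = no-enzyme basal signal; the screen sought inhibitors and activators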
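Recombinant enzyme (4 nM final) with compounds titrated up to 77 uM and bovine liver glycogen (30 ug) in citrate pH 5.0, 0.01% Tween-20, 37 C 40 min. Released glucose detected by Amplex Red/glucose oxidase (Ex 573/Em 610); AC50 from Hill fits.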
ALDH1A1 inh = ALDH1A1 (human) enzyme inhibition; P00352; Purified ALDH1A1, NADH fluorescence, propionaldehyde substrate; Potency, µM (titrated, usually from 75.3 µM), without a hit: at the top dose activity, negative = inhibition, actives largely listed as inhibitors; 220,000 tested, 7.3% active; AID 1030; active means well fitted inhibition curve with a large enough effect, not every such curve was filed as active; inconclusive means small, poorly fitted or top-dose-only effect, or another doubt; inactive means no such curve, though single readings can be large or run the other way;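 further: plate controls were no enzyme wells and a reference inhibitor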
SMN2 splice enh = increases expression of the SMN2 splice variant | Potency, µM (highest dose often 46.1 µM), for the others: at the highest dose activity change, positive = activation, most hits filed as activators | HEK293 SMN2-luciferase splicing reporter, luminescence, 30-36 h | 210,000 tested, 2.8% active | AID 1458; further: % of control where 0% means no effect; nearly all actives have a fitted effect of over 55% in size
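HEK293 cells carry an SMN2 […]–luciferase reporter in which exon 7 inclusion puts luciferase in frame. Cells were plated 10-12 h before compound addition, then incubated 30-36 h at 37C. ONE-Glo luminescence was read; sodium butyrate at 4.5 mM final served as control.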
An asterisk follows results filed as active; ? = inconclusive; . = no result given; & = joins results of further samples; [ ] = another dose, or the depositor's remark. Unless noted, the call rests on the fitted dose curve; in most records, active means well fitted curve in the direction sought with a large enough effect; inconclusive means small, poorly fitted or top-dose-only effect, or another doubt; inactive means no such curve, though single readings can be large; an effect the other way counts as inactive or inconclusive. Potency means the concentration at half of the fitted maximal effect. A portion of the library; rates above refer to the full screens.

SMILES	GAA spleen mod	GLA spleen mod	GoLoco inh red	GAA inhib	JMJD2E inh	GAA glycogen	ALDH1A1 inh	SMN2 splice enh
CCOC(=O)c1c(C=O)c(C)n(Cc2ccc(Cl)cc2)c1C	-3%	4%	-7%	-3%	3%	-5%	-3%	.
CCOC(=O)c1nc(NNC(C)=O)sc1C	10%	3%	3%	3%	2%	?	7%	12%
Cc1nc(-c2c(C(F)(F)F)noc2-c2ccc(O)cc2O)cs1	2%	-16%	7%	4%	4%	-2%	0%	-76%[inhibitor]
Cc1ccc(CNC(=O)Cc2csc(Nc3nc(=S)[nH]c4ccccc34)n2)cc1	-14%	-11%	4%	3%	6%	-3%	5%	?
Cc1ccc(S(=O)(=O)NCC23C=CC(O2)C2C(=O)N(c4ccccc4)C(=O)C23)cc1 (configuration not stated)	3%	8%	-27%	-4%	-5%	3%	3.5µM*	13%
CCC(=O)Nc1ccc(N2CCCCC2)cc1	0%	6%	-1%	-1%	-4%	-5%	-8%	-10%
Cc1cc(C)cc(NS(=O)(=O)c2ccc3c(c2)c(=O)n(C)c(=O)n3C)c1	4%	8%	3%	-6%	-1%	-5%	6%	.
CCc1c(C)nc(Nc2nc(C)c3cc(OC)ccc3n2)[nH]c1=O	-3%	2%	.	3%	1%	-4%	?	.
COc1cccc2c(SCC(=O)N/N=C/c3ccccc3)cc(C)nc12	4%	8%	.	-14%	-10%	-10%	-6%	.
CNC(=O)CN1C(=O)CSc2ncccc21	4%	6%	-24%	?	6%	7%	1%	-3%
O=C(COc1ccccc1)NC(=S)N1CCc2ccccc21	0%	-7%	6%	-7%	-5%	9%	?	?
Cc1ccccc1N/C(=C(/C(Cl)=C(Cl)Cl)[N+](=O)[O-])n1nnc2ccccc21	3%	0%	5%	-10%	4%	-3%	14µM*	-11%
O=C(CCNC(=O)Cn1cnc2ccccc2c1=O)NCC1CCCO1 (configuration not stated)	0%	-10%	-2%	5%	3%	-3%	5%	3%
O=C(Nc1nc(-c2ccccn2)cs1)c1ccc2c(c1)OCCO2	0%	-5%	5%	.	?	0%	-19%	.
CC(=O)c1c(C)n(-c2ccc(N(C)C)cc2)c2ccc(OCC(N)=O)cc12	-5%	-2%	0%	-3%	-23%	-6%	?	-23%
COc1ccc(OCC(=O)N2CC3(C)CC2CC(C)(C)C3)cc1 (configuration not stated)	-1%	8%	4%	0%	0%	0%	-1%	-17%
c1ccc2c(c1)nc1n2CN(Cc2ccc3c(c2)OCO3)CN1	6%	2%	-1%	?	158%[activator]	-10%	-1%	-15%
CC(C)CCNC(=O)CN(CC1CCCO1)C(=O)CCC(=O)Nc1ccccn1 (configuration not stated)	-7%	-12%	2%	1%[15.4 µM]	1%	8%	6%	0%
COc1ccc(Nc2nnc(C)c(=O)[nH]2)cc1	0%	5%	-2%	-11%	-1%	13%	9%	15%
CCc1nccn1-c1cc(C(C)(C)C)nc2c(-c3ccc(Cl)cc3)cnn12	-4%	3%	6%	-6%	-9%	-7%	1%	18%
CCOc1ccccc1OCC(=O)N/N=C(\C)Cc1ccc(OC)cc1	4%	0%	-9%	0%	-1%	-1%	-5%	?
CN(C)C(=O)N1CCCC(C(=O)NCc2ccccc2Cl)C1 (configuration not stated)	-10%	-4%	9%	-11%	5%	4%	-1%	24%
Cc1nc2c(C(=O)NCc3cccs3)cnn2c(C)c1Cc1ccc(F)cc1	5%	6%	14%	-8%	?	-13%	?	-7%[1.84 µM]
Cc1nc(SCC(=O)Nc2ccc(OCc3ccccc3)cc2)n[nH]1	-2%	-3%	17%	-1%	3%	-2%	?	.
COc1ccc2cc(/C=N/NC(=O)c3ccc(CN(c4ccc(C)c(C)c4)S(C)(=O)=O)cc3)c(Cl)nc2c1	-8%	0%	44%[activator]	?	6%	-8%	?	-31%[inhibitor]
CC(=O)NCCc1nc2ccccc2n1Cc1ccccc1	4%	10%	-5%	-7%	-3%	5%	1%	-1%
Cc1nnc(NC(=O)CSc2nnc(Cc3cccn3C)n2C)s1	-2%	-10%	1%	5%	-23%	-2%	22µM*	15%
O=C(c1ccc2c3n(nc2c1)-c1ccccc1CO3)N1CCCCC1	-2%	2%	8%	.	?	6%	.	.
Cc1ccc(C(=O)/C=C/Nc2cccc(O)c2)cc1	-10%	1%	12%	-5%	-21%	0%	?	25µM*
Cc1ccc(N2CCN(CC(O)COC3CCCCC3)CC2)cc1 (configuration not stated)	0%	0%	-3%	3%	-3%	-3%	-8%	-7%
O=C(CC(=O)NC1CCCCC1)N/N=C/c1ccccc1Cl	-2%	2%	3%	5%	12%	-3%	5%	?
CCOC(=O)c1ccc(NC(=O)c2nc[nH]c2C(=O)N2CCC(C)CC2)cc1	4%	1%	-2%	.	-15%	-2%	.	.
O=S(=O)(c1ccc(NC2CCCCC2)cc1)N1CCOCC1	-14%	4%	5%	-8%	2%	3%	1%	-29%
CN(C(=O)COC(=O)c1ccc(-c2ccc(O)cc2)cc1)C1CCS(=O)(=O)C1 (configuration not stated)	-3%	-7%	16%	-7%	?	2%	14%	.
CC(=O)Nc1cccc(NC(=O)C2CCCN2C(=O)Nc2ccc(C)cc2)c1 (configuration not stated)	5%	10%	-3%	-4%	9%	-15%	11%	-10%
CC(C)N1C(=O)S/C(=C/c2cccnc2)C1=O	1%	4%	-7%	-7%	-2%	4%	13µM*	-10%
CC(=O)c1c(O)c2ccccc2n(C2CCCCC2)c1=O	0%	-1%	25%	.	-24%	1%	?	.
Cc1cc(=O)[nH]c(SCC(=O)NN(c2ccccc2)c2ccccc2)n1	4%	-4%	6%	.	3%	7%	.	.
COc1ccccc1C(=O)NCC1(c2ccccc2)CCCC1	-7%	-2%	3%	10%	7%	7%	?	-23%
COc1ccc(-c2nc3cnc(N(C)C)nc3n(C)c2=O)cc1	3%	17%	-1%	.	.	.	?	.
O=C(Nc1cnn(Cc2ccc(Cl)c(Cl)c2)c1)C12CC3CC(CC(C3)C1)C2	2%	-16%	10%	-5%	-3%	-10%	0%	-36%
COc1cc(OC)c2ccc(=O)oc2c1C(CC(=O)N1CCCC1)c1ccc2c(c1)OCO2 (configuration not stated)	5%&0%	7%&8%	-4%	.	?	1%	.	.
COc1ccccc1NC(=O)/C=C/c1ccc(OC)c(S(=O)(=O)N2CCOCC2)c1	6%	4%	7%	-14%	-13%	-21%	?	-11%
CCOc1cc(/C=N/NC(=O)COc2cccc(C)c2)ccc1OC(=O)c1cccs1	-21%	-14%	11%	-18%	0%	-5%	-2%	-9%
O=C(Nc1ccc(-c2ccc([N+](=O)[O-])cc2)cc1)c1ccccc1F	-3%	4%	6%	3%	-8%	-2%	?	?
Oc1ccccc1-c1nnc(COc2ccccc2)o1	-8%	18%	10%	-2%[15.4 µM]	?	-6%	-6%	-4%
Cn1[nH]c(=O)c(Cl)c(Cl)c1=O	7%	10%	9%	-5%	-12%	-1%	-7%	16%
Cc1n[nH]c(C)c1S(=O)(=O)N1CCCC(C(=O)Nc2nccs2)C1 (configuration not stated)	1%	-14%	9%	?	3%	-10%	6%	-21%
C/C(=N\NC(=O)c1ccccc1)c1cc2cc([N+](=O)[O-])ccc2oc1=O	2%	7%	11%	?	-1%	-17%	-15%	-22%
Cn1cccc1CNCc1ccccc1Cl	3%	5%	5%	-14%	-8%	9%	-1%	3%
CCC(c1nnnn1Cc1ccc2c(c1)OCO2)N1CCN(c2ccc(F)cc2)CC1 (configuration not stated)	0%	1%	3%	-8%	-4%	-10%	12%	-9%
Cc1[nH]n(C(C)(C)C)c(=O)c1Sc1ccccc1	-1%	4%	-4%	1%	-17%	16µM*	?	-24%
Cc1nc(N2CCOCC2)c2nc(-c3ccccc3)n(CCCN3CCCCC3C)c2n1 (configuration not stated)	6%	0%	1%	.	?	.	?	8%
CCCCS(=O)(=O)N1C2=NC(C(=O)OC)=C(C(=O)OC)[C@@H]3N(C)c4ccc(OC)cc4[C@]23C[C@H]1C(=O)OC	-2%[17.4 µM]	1%[17.5 µM]	4%[14.2 µM]	.	-2%[11.4 µM]	-15%	20%[13.5 µM]	6%[9.22 µM]
Cc1ccc(NC(=S)NCCO)c(C)c1	-4%	-2%	1%	-1%	-1%	-3%	-1%	-7%
O=C(NNC(=O)c1ccccc1Br)c1ccccc1Cl	-9%	2%	-2%	-6%	1%	0%	9%	0%
O=C(CNC(=O)c1ccncc1)N/N=C/c1cccc([N+](=O)[O-])c1	-14%	4%	4%	-3%	3%	3%	6%	5%
COc1ccc(NCC(=O)N/N=C/C=C\c2ccccc2)cc1	-4%	-1%	0%	-1%	-4%	11%	9.5µM*	38%
Cc1cc(NC(=O)CC2CCCC2)n(-c2nc3ccccc3[nH]2)n1	-27%	-5%	-1%	-13%	-17%	3%	-2%	-35%[inhibitor]
Cc1ccc(NC(=O)c2noc3c2CC(C(C)(C)C)CC3)cc1 (configuration not stated)	0%	-2%	11%	0%	?	2%	109%[activator]	12%
O=C(N/N=C/c1ccncc1)c1nc2ccccc2c(=O)[nH]1	5%	7%	14%	-14%	-2%	-8%	1%	.
CCN(CC)C(=O)Cn1cc(C(=O)C(=O)N2CCc3ccccc32)c2ccccc21	1%	1%	11%	-3%	-10%	-7%	-2%	-11%

Looked up above:
Under SMN2 splice enh, Cc1nc(N2CCOCC2)c2nc(-c3ccccc3)n(CCCN3CCCCC3C)c2n1 (configuration not stated) has 8%
Under JMJD2E inh, Cn1cccc1CNCc1ccccc1Cl has -8%
Under GLA spleen mod, Cn1[nH]c(=O)c(Cl)c(Cl)c1=O has 10%

Some entries already given, showing only GAA glycogen, GLA spleen mod and GAA inhib:
| SMILES | GAA glycogen | GLA spleen mod | GAA inhib |
| --- | --- | --- | --- |
| O=C(c1ccc2c3n(nc2c1)-c1ccccc1CO3)N1CCCCC1 | 6% | 2% | . |
| Oc1ccccc1-c1nnc(COc2ccccc2)o1 | -6% | 18% | -2%[15.4 µM] |

Bioassay records (PubChem BioAssay)
